Screens from PubChem BioAssay.
bIAP activator: bovine intestinal alkaline phosphatase activators, primary screen, biochemical, bovine IAP, CDP-star luminescence. AID 1016, 2008. activation factor at 20 µM. alkaline phosphatase, intestinal [Bos taurus]. purified bovine IAP, 30 min; hits give high values; fold of DMSO-control signal, blank-subtracted. 200,000 tested, 0.17% active;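 active = activation factor of 2 or more at 20 µM, a signal rise over negative controls twice the positive control's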
PMI activator: activators of human PMI, primary screen, biochemical, fluorescence intensity, near-Km mannose 6-phosphate; Mannose-6-phosphate isomerase (Homo sapiens), P34949; purified human PMI, coupled resazurin fluorescence, 20 min; hits give high values; 1 = vehicle control, 0 substrate-free wells; activation factor at 20 µM; 190,000 tested, 0.005% active;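 active = activation factor of 2 or more at 20 µM, relative to plate controls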
Target sequence (P34949 whole entry, looked up): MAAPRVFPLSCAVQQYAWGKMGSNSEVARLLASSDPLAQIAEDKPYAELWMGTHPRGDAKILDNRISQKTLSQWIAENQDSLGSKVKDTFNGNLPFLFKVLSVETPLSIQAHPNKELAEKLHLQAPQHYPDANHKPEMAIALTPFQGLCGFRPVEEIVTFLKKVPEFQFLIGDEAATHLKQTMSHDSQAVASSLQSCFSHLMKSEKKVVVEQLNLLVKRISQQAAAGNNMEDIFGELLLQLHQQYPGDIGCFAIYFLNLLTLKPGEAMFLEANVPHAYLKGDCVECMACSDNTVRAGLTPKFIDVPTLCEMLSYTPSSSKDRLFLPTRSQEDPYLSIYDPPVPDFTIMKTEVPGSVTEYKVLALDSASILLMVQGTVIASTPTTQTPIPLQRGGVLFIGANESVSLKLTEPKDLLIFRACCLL
FLuc inhib CS: firefly luciferase enzyme inhibitors, primary screen, artefact control for luciferase-based inhibitor screens, biochemical, luminescence, ATPLite | inhibition, % at 10 µM | AID 1006, 2008 | 200,000 tested, 1.5% active | 10 min;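 active = inhibition above about 50% when tested at 10 µM, limit read from the data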
APP 5'UTR act: activators of APP 5'UTR luciferase reporter, primary screen, SH-SY5Y cells | activation, % at 2 µM | SH-SY5Y APP 5'UTR luciferase reporter, luminescence; zero percent = DMSO vehicle wells | 190,000 tested, 1% active;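 active = activation above a set limit, based on mean plus 3 SD of controls, cut at about 140% in these data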; note: values of inactives mirror those of a sister screen read the other way
TNAP inh hiacc: human TNAP enzyme inhibitors, primary screen, biochemical, luminescent, high phosphate acceptor level, uHTS. Alkaline phosphatase, tissue-nonspecific isozyme (Homo sapiens), P05186. purified TNAP, CDP-star luminescence, 1 M DEA. inhibition, % at 20 µM. 200,000 tested, 0.03% active;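 active = over 50% inhibition of tissue-nonspecific alkaline phosphatase at 20 µM in the single-dose screen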;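 note: plate controls were DMSO wells for no effect and EDTA-quenched wells as full inhibition for full effect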
Target sequence (P05186 whole entry, looked up): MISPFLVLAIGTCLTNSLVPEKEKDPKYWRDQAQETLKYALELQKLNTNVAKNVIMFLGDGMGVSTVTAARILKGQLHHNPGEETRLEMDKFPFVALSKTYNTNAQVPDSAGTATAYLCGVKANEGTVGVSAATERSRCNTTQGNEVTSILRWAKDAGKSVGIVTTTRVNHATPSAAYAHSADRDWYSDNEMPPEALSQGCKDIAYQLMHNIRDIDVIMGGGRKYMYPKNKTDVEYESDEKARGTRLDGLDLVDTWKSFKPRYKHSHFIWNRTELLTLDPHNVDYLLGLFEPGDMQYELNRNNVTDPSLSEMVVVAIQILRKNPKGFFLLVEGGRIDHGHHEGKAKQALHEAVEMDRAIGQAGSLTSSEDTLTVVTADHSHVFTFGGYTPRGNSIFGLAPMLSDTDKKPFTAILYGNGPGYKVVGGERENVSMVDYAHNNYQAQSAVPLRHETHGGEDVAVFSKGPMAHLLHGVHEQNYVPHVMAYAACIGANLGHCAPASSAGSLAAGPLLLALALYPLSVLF
PMI act satM6P: human PMI activators, high substrate, primary screen, biochemical, fluorescence intensity, near-saturating mannose 6-phosphate. coupled PMI enzyme assay, resazurin fluorescence, 20 min; hits give high values; 1 = untreated enzyme, 0 = substrate-free blank. activation factor at 20 µM. 190,000 tested, 0.34% active;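 active = activation factor of 2 or more at 20 µM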
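Test system: Human PMI in coupled enzyme assay | Input: 15 ng/mL PMI | Medium: HEPES-buffered pH 7.4 with magnesium and detergent | Compound: One concentration, 20 µM, in 1% DMSO | Incubation: Enzyme reaction with compound 20 min at room temperature | Detection: Diaphorase-driven resazurin-to-resorufin fluorescence, excitation 544, emission 590 nm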
TNAP act hiacc: TNAP activators at high phosphate acceptor level, primary screen, biochemical, luminescence, uHTS; Alkaline phosphatase, tissue-nonspecific isozyme (Homo sapiens), P05186; purified TNAP, CDP-star luminescence, 1 M DEA, 30 min; hits give high values; 0 = EDTA background, 1 = DMSO-only activity; activation factor at 20 µM; 200,000 tested, under 10 active;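 active = activation factor at least 2 at 20 µM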
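Control set: EDTA negative control, DMSO positive control / Assay system: human TNAP / Quantity: TNAP 1/800 final / Evaluation: TNAP activation factor scaled between EDTA and DMSO control wells / Measured by: luminescent substrate turnover signal / Compound dosing: one dose, 20 µM / Times: 30 min enzyme reaction at room temperature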
FLuc act counter: FLuc activators, initial screening, artefact control for FLuc-dependent activation tests, biochemical, ATPlite luminescence; Luciferin 4-monooxygenase (Photinus pyralis), P08659; ATPlite luciferase biochemical, 10 min; 0 = ATP-free wells, 1 = DMSO control; 200,000 tested, under 10 active; activation factor at 10 µM;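 active = luciferase activation factor, scaled between plate controls, of at least 2 with compound at 10 µM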
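Assay system: Luciferase/luciferin detection reagent, cell-free biochemical luciferase assay / Read-out: luciferase activation / Benchmarks: No-ATP low control, compound-free enzyme-plus-ATP high control / Medium: PBS buffer for ATP / Detection: luminescence measurement of luciferase light output / Schedule: 10 min at ambient temperature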
TNAP inh noacc: human TNAP enzyme inhibitors, primary screen, biochemical, luminescent, no phosphate acceptor, uHTS; AID 1012, 2008; inhibition, % at 20 µM; Alkaline phosphatase, tissue-nonspecific isozyme (Homo sapiens), P05186; 200,000 tested, 0.26% active; purified TNAP, CDP-star luminescence, 30 min;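 active = tissue-nonspecific alkaline phosphatase inhibition above about 50% at 20 µM in the single-dose screen, limit read from the data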;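 note: 0% = DMSO negative control and 100% = EDTA positive control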
NF-kB neuron act: activators of NF-kB expression in neurons, primary screen, cell-based, HTS; human neuronal cells, NF-kB reporter expression; hits give high values; fold change at 12.5 µM; 190,000 tested, 1.6% active; in the data active = fold change above about 3.3
* hit, by the source's call; . = not tested or not shown.

Molecule | bIAP activator | PMI activator | FLuc inhib CS | APP 5'UTR act | TNAP inh hiacc | PMI act satM6P | TNAP act hiacc | FLuc act counter | TNAP inh noacc | NF-kB neuron act
S=C(Nc1ccccc1)N1CCCCC1 | 1 | 0.8 | -5 | -1 | -2 | 0.9 | 1 | 1 | -7 | 1.1
COc1ccc(S(=O)(=O)N2Cc3ccccc3CC2C(=O)Nc2ccc(O)cc2)cc1OC (configuration not stated) | 1.1 | 0.8 | -5 | 4 | 0 | 0.8 | 1 | 1.1 | -12 | 1
Cc1ccccc1NC(=S)N(CCN1CCCCC1)Cc1ccco1 | 1 | 1.1 | 0 | -8 | 2 | 1 | 1 | 1 | -8 | 1
COc1ccc(C)cc1NC(=O)C1CCCN1C(=O)OCc1ccccc1 (configuration not stated) | 1 | 0.9 | -8 | 6 | -5 | 0.9 | 1 | 1.1 | -11 | 0.83
Cc1ccc(-c2nc3ccccc3c(=O)n2NC(=O)c2cccs2)cc1 | 1.2 | 1.1 | -3 | -9 | -8 | 1.1 | 1.1 | 1 | -2 | 1.1
CCN1CCN(c2cc(N3CCc4ccccc4C3)c(F)cc2[N+](=O)[O-])CC1 | 1 | 1 | -10 | 23 | 7 | 0.9 | 0.9 | 1.1 | 13 | 0.67
COc1cc(/C=C/C(=O)Nc2nc3ccc(S(=O)(=O)N(C)C)cc3s2)cc(OC)c1OC | 0.9 | 1 | -7 | 19 | -3 | 1 | 1 | 1.1 | 13 | 0.74
CCC(C)NC(=O)C1CCN(C(=O)N(C)C)CC1 (configuration not stated) | 0.9 | 0.9 | -1 | 13 | -1 | 0.9 | 1 | 1 | -2 | 1
COc1ccc(S(=O)(=O)NC(CC(=O)NCc2ccco2)C(C)C)cc1 (configuration not stated) | 1 | 1 | -10 | 5 | -3 | 0.9 | 1 | 1.1 | -1 | 1
CC(=O)CC(=O)Nc1ccc(C(N)=O)cc1 | 1 | 1 | -4 | 4 | -4 | 0.9 | 1 | 1 | -12 | 1
CCOc1ccccc1Nc1nnc(SCC(=O)NC(Cc2c[nH]c3ccccc23)C(=O)O)s1 (configuration not stated) | 1.1 | 0.9 | 1 | -2 | 3 | 0.9 | 1 | 1 | -9 | 1.1
COc1cc(C(=O)OCCNC(=O)c2ccncc2)cc(OC)c1OC | 0.9 | 1.2 | -4 | 7 | -1 | 1.2 | 1 | 1 | -62 | 0.93

Arranged by length of the SMILES (falling): 3 of the compounds above
Molecule | bIAP activator | PMI activator | FLuc inhib CS | APP 5'UTR act | TNAP inh hiacc | PMI act satM6P | TNAP act hiacc | FLuc act counter | TNAP inh noacc | NF-kB neuron act
CCN1CCN(c2cc(N3CCc4ccccc4C3)c(F)cc2[N+](=O)[O-])CC1 | 1 | 1 | -10 | 23 | 7 | 0.9 | 0.9 | 1.1 | 13 | 0.67
COc1cc(C(=O)OCCNC(=O)c2ccncc2)cc(OC)c1OC | 0.9 | 1.2 | -4 | 7 | -1 | 1.2 | 1 | 1 | -62 | 0.93
S=C(Nc1ccccc1)N1CCCCC1 | 1 | 0.8 | -5 | -1 | -2 | 0.9 | 1 | 1 | -7 | 1.1

By substructure: the compounds so far with four or more nitrogen atoms.
Molecule | bIAP activator | PMI activator | FLuc inhib CS | APP 5'UTR act | TNAP inh hiacc | PMI act satM6P | TNAP act hiacc | FLuc act counter | TNAP inh noacc | NF-kB neuron act
CCN1CCN(c2cc(N3CCc4ccccc4C3)c(F)cc2[N+](=O)[O-])CC1 | 1 | 1 | -10 | 23 | 7 | 0.9 | 0.9 | 1.1 | 13 | 0.67
CCOc1ccccc1Nc1nnc(SCC(=O)NC(Cc2c[nH]c3ccccc23)C(=O)O)s1 (configuration not stated) | 1.1 | 0.9 | 1 | -2 | 3 | 0.9 | 1 | 1 | -9 | 1.1

(continued)
Molecule | bIAP activator | PMI activator | FLuc inhib CS | APP 5'UTR act | TNAP inh hiacc | PMI act satM6P | TNAP act hiacc | FLuc act counter | TNAP inh noacc | NF-kB neuron act
C/C(=N\Nc1nnc2c3ccccc3n(C)c2n1)c1ccc(C)o1 | 1 | 1 | 18 | 18 | 0 | 1 | 1 | 0.8 | 15 | 0.36
COc1ccc([N+](=O)[O-])cc1NC(=O)CSCc1ccc(Br)cc1 | 0.9 | 0.7 | -4 | -8 | 1 | 0.9 | 1 | 1 | -14 | 1.1
CCCCCc1ccc(OCCOCCn2c[n+](C)c3ccccc32)c(CCCCC)c1 | 0.9 | 1.1 | 1 | -29 | 1 | 1.1 | 1 | 1 | -1 | 0.25
CCCOc1ccc(C2(C(=O)O)CCCC2)cc1 | 1 | 0.9 | -7 | 17 | -6 | 0.9 | 1.1 | 1.1 | -10 | 1
CCOC(=O)c1csc(NC(=O)CC2CCCC2)n1 | 1.2 | 0.8 | -3 | 4 | -4 | 0.8 | 1 | 1 | -5 | 1.3
NS(=O)(=O)c1ccc(NC(=O)c2ccc(S(=O)(=O)N3CCc4ccccc43)cc2)cc1 | 1 | 0.9 | -6 | -5 | -2 | 1 | 1 | 1.1 | 0 | 0.87
CNc1nc(-c2ccc(Cl)cc2)cs1 | 0.9 | 0.9 | 17 | 83 | -2 | 1.1 | 1 | 0.8 | 3 | 2.4
O=C(c1cc(Cl)ccc1Cl)N1CCOCC1 | 1 | 1 | -6 | 0 | -4 | 0.9 | 1 | 1.1 | -4 | 1.3
CC1CC(Nc2ccccc2)c2ccccc2N1C(=O)c1cccnc1 (configuration not stated) | 0.9 | 1 | -5 | 19 | 0 | 1 | 1 | 1 | -8 | 1
COc1ccc(N(CC(=O)Nc2cccc(N(C)S(C)(=O)=O)c2)S(=O)(=O)c2ccccc2)cc1Cl | 1.1 | 0.9 | -1 | 16 | -16 | 1 | 1.2 | 1 | -35 | 0.61
CC1C(C#N)=C(N)OC2=C1C(=O)CC(c1ccccc1)C2 (configuration not stated) | 1 | 1 | 0 | -6 | 2 | 0.9 | 1 | 1 | 3 | .
COc1ccc(-n2nnc3c(=O)n(CC(=O)N4CCCC4)cnc32)cc1 | 1 | 1 | -3 | 13 | -1 | 0.9 | 1 | 1 | -6 | 1.1
O=C1C2C3C=CC(C3)C2C(=O)N1c1ccncc1 (configuration not stated) | 1 | 1 | -9 | -3 | -5 | 1 | 1 | 1.1 | 1 | 1.1
CCCCNC(=O)CNC(=S)N(CCCN1CCOCC1)Cc1cccs1 | 1.3 | 1 | -8 | -5 | -5 | 1 | 1 | 1.1 | -51 | 1.1
CCn1c(C)nc2cc(C(=O)NNC(=O)CCC3CCCC3)ccc21 | 0.4 | 0.9 | -2 | 1 | 2 | 0.9 | 1 | 1 | -64 | 0.95
CCCn1nnc(NC(=S)NC(=O)Cc2ccccc2)n1 | 1.1 | 1 | -3 | 4 | 0 | 1 | 1 | 1 | -1 | 1
COc1nc2c(s1)C(=O)NCCC2 | 0.9 | 0.9 | -6 | 4 | -5 | 0.9 | 1.1 | 1.1 | -15 | 1
CC(C(=O)Nc1cc([N+](=O)[O-])ccc1Cl)N1CCN(c2ccccc2O)CC1 (configuration not stated) | 0.8 | 0.9 | -16 | -3 | 0 | 0.9 | 1 | 1.2 | 9 | 1.2
Cc1cccc(NC(=O)CCC(=O)N/N=C/c2ccco2)c1C | 1 | 1.1 | 1 | 4 | -1 | 1.1 | 1 | 1 | -5 | 1.1
Brc1ccccc1-c1nnc2sc(-c3ccc4c(c3)OCCO4)nn12 | 0.8 | 0.8 | -4 | 6 | -2 | 0.8 | 1 | 1 | -9 | 1.3
COc1ccc(CNC(=O)COC(=O)CCCOc2ccc(Cl)cc2Cl)cc1 | 0.9 | 0.8 | 5 | -22 | -2 | 0.9 | 1 | 1 | -14 | 0.89
CCOC(=O)c1nnn(CC(=O)N2N=C(c3cc(C)ccc3C)CC2c2ccc(OC)cc2)c1C(=O)OCC (configuration not stated) | 1 | 1 | -7 | 7 | -1 | 0.9 | 1 | 1.1 | -4 | 1.9
CSc1nc(Cl)cc(N2CCOCC2)n1 | 1 | 1.2 | 2 | 20 | 1 | 1.2 | 1 | 1 | -3 | 1.3
COc1ccccc1OCCN1CSC(=S)N(C)C1 | 0.9 | 0.9 | -4 | -5 | 4 | 0.9 | 1 | 1 | -1 | 6.6*

(listing goes on)
The line under a structure holds: bIAP activator	PMI activator	FLuc inhib CS	APP 5'UTR act	TNAP inh hiacc	PMI act satM6P	TNAP act hiacc	FLuc act counter	TNAP inh noacc	NF-kB neuron act
Fc1ccc(N2CCN(Cc3cnc(N4CCOCC4)s3)CC2)cc1
 : 1	1	-5	-19	0	1.1	1	1	6	0.99
CCOC(=O)c1cc(CC)sc1NC(=O)C1CC1
 : 1	0.8	-4	14	-5	0.9	1	1	-11	1.2
COc1cccc(NC(=O)CSc2nc3c(c(-c4ccco4)c2C#N)CCCC3)c1
 : 1	1.1	-2	-2	-3	1.1	1	1	-4	1.1
COc1ccc(/C=N/Nc2nc(-c3ccc(Cl)cc3)cc(C(F)(F)F)n2)c(OC)c1
 : 1	1.1	6	-2	4	1	1	0.9	1	1
OCc1ccccc1OCCOc1ccc(Cl)c2cccnc12
 : 1	1	11	25	-8	0.9	1.1	0.9	-6	1.4
COc1ccc(Cc2[nH]n3c(=O)c(Cl)c(C)nc3c2-c2ccccc2)cc1
 : 1.1	1.2	1	-10	2	1.1	1	1	-5	1.1
FC(F)(F)c1nc(=S)c2ccccc2[nH]1
 : 1.1	0.9	2	-7	-2	1.3	1	1	-9	1.2
CCOC(=O)c1cc(-c2ccccc2)n(CC(=O)Nc2cccc(OC)c2)c1C
 : 0.9	1	-7	8	-11	1	1.1	1.1	-24	0.94
O=C1NC(CCc2ccccc2)C(=O)N1CCOc1ccccc1 (configuration not stated)
 : 1	1	-4	-6	-2	1	1	1	-9	1.2
